Kir21 block: Kir2.1 (mouse) channel inhibition | B-score at 10 µM | HEK293-Kir2.1, FluxOR thallium flux fluorescence; stronger effect = lower value | AID 1672 | P35561 | 0.85% of 310,000 active;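 active = fluorescence ratio B-score at or below minus 3 SD of library scores, with starting-brightness B-score within 2 SD, cut at about -4.2 in these data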;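 also: channel flux triggered by added potassium and thallium sulfate stimulus; B-score of peak minus minimum fluorescence over baseline after thallium stimulus; more negative B-score means stronger Kir2.1 block with less thallium influx; some compounds called inactive have numbers as strong as hits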
Target sequence (P35561 whole entry, looked up): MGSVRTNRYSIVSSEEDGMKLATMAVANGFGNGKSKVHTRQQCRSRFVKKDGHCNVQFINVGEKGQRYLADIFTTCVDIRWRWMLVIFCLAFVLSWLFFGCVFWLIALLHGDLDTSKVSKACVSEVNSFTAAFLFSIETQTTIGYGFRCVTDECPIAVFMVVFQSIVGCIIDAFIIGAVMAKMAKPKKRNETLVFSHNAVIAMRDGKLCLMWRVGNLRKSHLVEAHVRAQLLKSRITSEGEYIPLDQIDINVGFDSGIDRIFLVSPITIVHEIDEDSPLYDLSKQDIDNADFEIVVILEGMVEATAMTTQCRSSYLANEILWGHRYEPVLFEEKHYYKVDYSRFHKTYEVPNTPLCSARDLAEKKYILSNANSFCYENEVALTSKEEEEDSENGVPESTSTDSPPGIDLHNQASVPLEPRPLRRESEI
CHT inh: inhibits the human high affinity choline transporter. B-score at 10 µM. Q9GZV3. 0.86% of 310,000 active. CHT-expressing cells, membrane potential dye, choline response; stronger effect = lower value;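 active = B-score over 3 SD under the library average, and starting fluorescence ratio not unusually high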;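 also: choline stimulus applied at its EC90 after an EC20 pre-addition; B-score computed on integrated fluorescence ratio after choline addition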
Target sequence (Q9GZV3 whole entry, looked up): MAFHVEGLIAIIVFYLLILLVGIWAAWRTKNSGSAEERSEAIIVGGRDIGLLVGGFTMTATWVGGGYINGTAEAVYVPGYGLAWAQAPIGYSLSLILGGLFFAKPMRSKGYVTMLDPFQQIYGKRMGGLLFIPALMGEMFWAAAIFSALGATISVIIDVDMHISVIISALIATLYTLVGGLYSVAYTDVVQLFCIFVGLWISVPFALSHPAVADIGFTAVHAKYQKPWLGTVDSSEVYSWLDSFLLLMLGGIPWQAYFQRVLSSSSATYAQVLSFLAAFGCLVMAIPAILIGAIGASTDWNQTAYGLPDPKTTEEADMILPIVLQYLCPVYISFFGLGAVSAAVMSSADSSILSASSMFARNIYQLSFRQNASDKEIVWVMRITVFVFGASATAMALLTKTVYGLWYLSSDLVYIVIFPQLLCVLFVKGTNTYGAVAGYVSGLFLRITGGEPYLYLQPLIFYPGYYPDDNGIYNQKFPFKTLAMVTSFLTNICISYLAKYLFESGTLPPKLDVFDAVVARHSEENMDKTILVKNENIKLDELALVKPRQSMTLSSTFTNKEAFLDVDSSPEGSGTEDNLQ
An asterisk follows results filed as active; i = inactive; · = no result given.

Order of results – Kir21 block | CHT inh
> Cc1ccc(S(=O)(=O)N2CCCCC2)cc1NC(=O)COC(=O)CNC(=O)c1cc(Cl)cc([N+](=O)[O-])c1
    0.55 | i
> COCCN(CCOC)S(=O)(=O)c1ccc(C(=O)Nc2nnc(CSC)o2)cc1
    -0.04 | i
> O=C(NCc1ccccn1)c1cc(Br)ccc1Cl
    0.31 | i
> COc1cccc(C(=O)NCC2CCCN(C(=O)c3ccc(C=O)cc3)C2)c1OC (stereo not given)
    1.17 | i
> O=C(O)c1cc(N2C(=O)CCC2=O)ccc1NCc1cccnc1
    0.71 | i
> CCOC(=O)c1ccc(NC(=O)Cn2nnc3ccccc32)cc1
    1.51 | i
> O=C(COC(=O)c1cccnc1SCC(=O)NCc1ccccc1)NCc1ccccc1
    0.42 | i
> CCCC(C(=O)Nc1ccncc1)c1ccccc1 (stereo not given)
    0.8 | i
> Nc1ccc(C(=O)N/N=C\c2cc(N=Nc3cccc4ccccc34)ccc2O)cc1
    -0.57 | i
> COc1ccc(NC(=O)NNC(=O)c2ccc3ccccc3c2O)c(OC)c1
    -0.32 | i
> COc1ccc(NC(=O)CSc2ccccn2)c([N+](=O)[O-])c1
    0.76 | i
> CC(C)Cn1c(Cc2ccccc2)n[nH]c1=S
    0.62 | i
> CCOC(=O)C1CCCN(C(=O)c2ccc(CS(=O)(=O)Cc3ccccc3C)o2)C1 (stereo not given)
    1.31 | i
> CCn1c(C)nc2cc(C(=O)N/N=C/c3ccccc3C)ccc21
    0 | i
> FC(F)Oc1ccc(-c2c[n+]3c(n2-c2ccccc2)CCCCC3)cc1
    -0.07 | i
> COC(=O)c1cc(C(=O)Nc2ccc(Cl)cn2)cc([N+](=O)[O-])c1
    0.28 | i
> COC(=O)c1ccccc1NC(=O)Nc1ncccc1C
    0.98 | i
> Cc1ccc(S(=O)(=O)c2cc3ccccc3oc2=Nc2ccc3c(c2)OCCO3)cc1
    -0.32 | i
> O=C(c1ccccc1)N1CCN(C(=O)c2ccccc2Br)CC1
    -0.03 | i
> O=C(N/N=C/c1cccc(OC(=O)c2cccc(Br)c2)c1)c1cccnc1
    -0.83 | i
> O=C(Nc1ccc2oc(-c3cccnc3)nc2c1)c1ccco1
    0.44 | i
> CCOc1[nH]n(-c2ccc(Cl)cc2)c(=O)c1C=Nc1ccc(Cl)cc1
    -1.33 | i
> CNc1nc(OCC(F)(F)F)nc(N2CCOCC2)n1
    0.1 | i
> CN(C)S(=O)(=O)c1cc(NC(=O)CN2CCNC(=O)C2)ccc1Cl
    0.09 | i
> COc1ccccc1Oc1cn[nH]c1-c1ccc(O)cc1O
    0.56 | i
> Clc1ccc(-c2csc(=Nc3cccnc3)n2CCCn2ccnc2)cc1Cl
    -2.7 | i
> COC(=O)CCC(=O)Nc1ccc2oc3c(c2c1)CCCC3
    -0.54 | i
> COc1ccc(C(=O)NNc2cc(C)nc(NNC(=O)c3ccc(OC)cc3)n2)cc1
    -0.16 | i
> COc1ccc(N2CC(C(=O)Nc3ccc(S(=O)(=O)Nc4nc(C)cc(C)n4)cc3)CC2=O)cc1 (stereo not given)
    -0.12 | i
> Cn1nnnc1SCC(=O)N1CCN(C(=O)c2ccco2)CC1
    0.44 | i
> CCOc1ccc(Cn2c(O)cc(=O)[nH]c2=O)cc1
    1.62 | i
> Cc1ccc(OCc2nnc(SCC(=O)N3c4ccccc4Sc4ccc(Cl)cc43)o2)cc1
    1.73 | i
> O=C(Nc1ccc(N=Nc2ccccc2)c(NC(=O)C2CCCO2)c1)C1CCCO1 (stereo not given)
    1 | i
> CNS(=O)(=O)c1ccc(N2CCCC2=O)c([N+](=O)[O-])c1
    -1 | i
> CCn1c(-c2ccc(F)cc2)n[nH]c1=S
    -0.34 | i
> COCCCNC(=S)NNC(=O)c1csc(C)n1
    -0.6 | i
> CCOC(=O)c1nnn(-c2nonc2-c2ccccc2)c1C
    0 | i
> O=C1CCCN2N=C(SCC(=O)Nc3cccc(Cl)c3)SC2=N1
    -1.81 | i
> CC(NC(=O)CCl)c1ccccc1Br (stereo not given)
    -0.05 | i
> Cc1cc(C)c2cc(C(=O)Nc3ccc(C)c(F)c3)[nH]c2c1
    0.62 | i
> O=C(Nc1ccc(N2CCCCC2)c(Cl)c1)c1ccc(N2CCOCC2)c([N+](=O)[O-])c1
    1.09 | i
> NC(=O)c1ccccc1NC(=O)CCN1C(=O)c2ccccc2C1=O
    -0.66 | i
> CCN(CC)CCNC(=O)C(=O)NCC1OCCN1S(=O)(=O)c1cccs1 (stereo not given)
    0.26 | i
> O=C(O)c1ccc(NS(=O)(=O)c2ccc(NC(=O)c3ccccc3Cl)cc2)cc1
    0.64 | i
> Cc1cc(C(=O)COc2ccc([N+](=O)[O-])cc2)c(C)n1C1CC1
    1.56 | i
> CCCCn1c(SCC(=O)OCC)nc2c1c(=O)[nH]c(=O)n2C
    0.09 | i
> CCC(C)c1ccccc1N1CC(C(=O)N(C)CC(=O)Nc2cccc(F)c2)CC1=O (stereo not given)
    0.67 | i
> Cc1ccc(-c2ccc(CCC(=O)O)n2NC(N)=S)cc1
    0.56 | i
> O=C(CN1CCOCC1)Nc1ccc(Br)cc1
    2.95 | i
> NC(=O)C1CCN(C(=O)COCc2cc(-c3ccc4c(c3)OCO4)on2)CC1
    0.29 | i
> CCC(C)(C)n1nnnc1C(c1ccccc1F)N1CCN(C(=O)c2ccco2)CC1 (stereo not given)
    -0.76 | i
> Cc1cc(Cl)ccc1OCCn1cncn1
    1.69 | i
> NC(=O)c1ccc(NCCc2ccccc2)c([N+](=O)[O-])c1
    0.06 | -4.98*
> CCCCCOC(=O)C1=C(C)NC(=O)NC1c1ccc2c(c1)OCO2 (stereo not given)
    -1.39 | i
> COc1ccc([C@H]2/C=C\CN(C(=O)[C@H](Cc3ccccc3)NC(=O)OCC3c4ccccc4-c4ccccc43)CC(=O)N2Cc2ccc(F)cc2)cc1
    -1.53 | i
> CCN1C(=O)/C(=C/c2cccs2)SC1=Nc1ccc(OC)cc1
    0.15 | i
> O=C(CSc1ncnc2sc3c(c12)CCC3)NCC1CCCO1 (stereo not given)
    2.44 | i
> Nc1nc(-c2sc3nc4c(cc3c2N)CCCC4)nc(N2CCOCC2)n1
    -0.46 | i
> COc1cc2nc(Nc3cccc(F)c3)nc(N)c2cc1OC
    -1.67 | i
> Cc1ccc(O)c(N=Cc2cc(Cc3ccccc3)cc([N+](=O)[O-])c2O)c1
    1.12 | ·

Continued.
Order of results – Kir21 block | CHT inh
> COc1ccc(-c2cccc(NC(=O)c3ccc4c(c3)OCO4)c2)nn1
    -0.74 | i
> CC(=O)Cc1nsc(NC(=O)c2ccccc2Cl)n1
    0.53 | i
> O=c1oc2ccccc2c(Nc2ccc3ccccc3c2)c1[N+](=O)[O-]
    -1.1 | i
> O=C(COCC(=O)NCc1ccccc1)NCc1ccccc1
    -0.58 | i
> CCOC(=O)C1=NOC(CN(c2ccccc2)S(=O)(=O)c2ccc(Cl)cc2)C1 (stereo not given)
    -2.78 | i
> COC(=O)/C(=N\OCc1ccc(C#N)cc1)c1c(C)nn(C)c1C
    -0.4 | i
> O=C(O)c1cccc(N/N=C/c2sc(N3CCOCC3)nc2-c2ccccc2)c1
    -2.54 | i
> Cc1c(OCC(=O)N2CCC(C(N)=O)CC2)ccc2c3c(c(=O)oc12)CCC3
    0.88 | i
> Oc1ccccc1/C=N/n1cnnc1
    -2.1 | i
> COc1ccc(CNC(=O)CSc2nnc(C)n2-c2ccc(F)cc2)cc1
    -0.89 | i
> COc1ccc(CNS(=O)(=O)c2ccc(Br)s2)cc1
    -2.44 | i
> Cc1ccc(OCC(=O)N/N=C/c2cn[nH]c2-c2ccc(Cl)c(Cl)c2)cc1
    -1.13 | i
> CCCC/C(O)=C1\C(=O)CC(C)(C)CC1=Nc1ccc(N)cc1
    -1.19 | i
> Oc1ccccc1CNCCCNCc1ccccc1O
    -1.87 | i
> CN(C)S(=O)(=O)c1cccc(-c2nnc(-c3ccccc3)o2)c1
    0.07 | i
> O=C(Cn1cnc2c(cnn2-c2ccc(Cl)cc2)c1=O)NCCc1ccccc1
    0 | i
> COC(=O)CN1C(=O)[C@H]2[C@@H](/C=C/c3ccccc3)N3C(=O)CN(Cc4ccccc4)C(=O)[C@@]3(Cc3ccccc3)[C@H]2C1=O
    -0.46 | i
> O=C(COc1ccc(Br)cc1Br)NC(=S)N1CCCc2ccccc21
    2.24 | i
> Cc1ccc(C)c(S(=O)(=O)C(C#N)c2nc3ccccc3nc2N2CC(C)OC(C)C2)c1 (stereo not given)
    0.37 | -8.15*
> C[C@H](C(=O)O)c1cccc(C(=O)c2ccccc2)c1
    -1.37 | i
> CC1(C)NC(=O)N(CC(O)COc2ccccc2C(=O)Nc2ccccc2)C1=O (stereo not given)
    -0.45 | i
> CCn1c2ccccc2c2nnc(SCC(=O)Nc3cc(C)on3)nc21
    -0.81 | i
> COC(=O)c1ccc(NC(=O)c2ccc(C)cc2)o1
    0 | i
> COc1ccccc1-n1c(SCC(=O)Nc2ccc(F)cc2)nc2c(c1=O)SCC2
    1.24 | i
> Cc1ccc(SCCNC(=O)c2ccc(C)c(S(=O)(=O)Nc3cccc(C)c3)c2)cc1
    0.92 | i
> Cc1ccc(C(=O)NCc2ccc(N3CCN(C)CC3)cc2)cc1C
    0.57 | i
> CCCC(=O)NC(C)C(c1cccs1)N1CCN(c2ccccc2)CC1 (stereo not given)
    1.12 | i
> COc1ccc(CCNC(=O)C(=O)NCCC2CCCCN2S(=O)(=O)c2cccs2)cc1 (stereo not given)
    0.96 | i
> CC(=O)N1CCN(c2ccc(NC(=O)c3ccc4c(c3)OCO4)cc2)CC1
    0.84 | i
> Cc1cc(C)c(S(=O)(=O)N2CCN=C2c2ccccc2)c(C)c1
    -0.86 | i
> CCc1ccc(Nc2cnn(C34CC5CC(CC(CC(=O)O)(C5)C3)C4)c(=O)c2Cl)cc1
    3.49 | i
> Cc1cccc(C)c1Nc1nnc(SCC(=O)NCc2cccs2)s1
    1.56 | i
> NC(=O)C[n+]1cccc(C(=O)Nc2ccccc2)c1
    1.8 | i
> O=P(OC1CCS(=O)(=O)C1)(c1ccccc1)c1ccccc1 (stereo not given)
    0.2 | i
> CC(C)C(=O)N1CCN(c2nc3ccc(Cl)cc3s2)CC1
    -0.56 | i
> CC(=O)N[C@H]1[C@H](Oc2ccc3c(c2)CCC2C3CC[C@]3(C)C(=O)CCC23)O[C@H](CO)[C@@H](O)[C@@H]1O (stereo not given in full)
    -0.23 | i
> Cc1nc(NC(=O)c2ccccc2)sc1C1(C)CC(c2ccccc2F)=NO1 (stereo not given)
    0.78 | i
> CCC(Oc1ccccc1)C(=O)N1CCN(CC)CC1 (stereo not given)
    -2.5 | i
> O=C(O)c1ccccc1Oc1ccc(Oc2ccccc2)cc1
    1.69 | i
> COc1ccc(OCCC(=O)OCC(=O)NC2CCCCCCC2)cc1
    0.75 | i
> CCCc1cc(=O)oc2cc(C)cc(OCC(=O)NC3CCN(Cc4ccccc4)CC3)c12
    -0.01 | i
> CCn1c(=O)c(C(=O)NNS(=O)(=O)c2ccc(Br)cc2)c(O)c2ccccc21
    -0.02 | i
> Cc1cccc(C(=O)O/N=C/c2c(Cl)n(C)c3ccccc23)c1
    1.84 | i
> O=C(CN1C(=O)S/C(=C/C=C/c2ccccc2)C1=O)Nc1ccc(C(=O)O)cc1
    0.51 | i
> COCCNC(=O)CN1C(=O)COc2ccc(S(=O)(=O)N3CC(C)CC(C)C3)cc21 (stereo not given)
    -0.19 | i
> COCC(=O)Nc1nnc(Cc2ccc(OC)c(OC)c2)s1
    0.57 | i
> CCOc1ccc(NC(=O)c2cnc3scc(C)n3c2=O)cc1
    0.44 | i
> CCOc1ccc2nc(NC(=O)CC3Oc4ccccc4NC3=O)sc2c1 (stereo not given)
    -1.53 | i
> CC(C)CCN(C(=O)c1csnn1)C(C(=O)NC1CCCC1)c1ccc(F)cc1 (stereo not given)
    0.76 | i
> COc1cc(C(=O)Nc2ccc(NC(=O)C3CCCCC3)nc2)cc(OC)c1OC
    1.6 | ·
> O=C(CCN1C(=O)C2C3C=CC(C3)C2C1=O)N1CCN(c2ccc([N+](=O)[O-])cc2)CC1 (stereo not given)
    2.35 | i
> O=C(OC1CCCCC1)c1ccc(NC(=O)c2ccco2)cc1
    0.03 | i
> COCCN(CC(=O)Oc1ccccc1P(=O)(OC)OC)Cc1ccccc1
    0 | i
> CS(=O)(=O)N(CC(=O)N1CCOCC1)c1cccc(Cl)c1Cl
    1.39 | i
> Cc1ccc(S(=O)(=O)N2CCC(C(=O)OCc3ccc([N+](=O)[O-])cc3)CC2)cc1
    0.79 | i
> NC(=S)NNC(=O)C12CC3CC(CC(C3)C1)C2
    1.27 | i
> Cc1cc(C)nc(SCC(=O)c2ccc(O)cc2O)n1
    -0.08 | i
> Brc1ccc(OCCCCCN2CCOCC2)cc1
    0.22 | i
> O=C(CN1CCC(NC(=O)c2ccccc2F)CC1)Nc1ccc2c(c1)OCO2
    0.71 | i
> Brc1ccc2c(c1)CN1CCCC1=N2
    0.25 | i

Compound profiles, as listed above. Order of values: Kir21 block	CHT inh
Cc1ccc(S(=O)(=O)c2cc3ccccc3oc2=Nc2ccc3c(c2)OCCO3)cc1 is entered as -0.32	i
CCOC(=O)c1ccc(NC(=O)Cn2nnc3ccccc32)cc1 is entered as 1.51	i
CCOC(=O)C1=NOC(CN(c2ccccc2)S(=O)(=O)c2ccc(Cl)cc2)C1 (stereo not given) is entered as -2.78	i
O=C(N/N=C/c1cccc(OC(=O)c2cccc(Br)c2)c1)c1cccnc1 is entered as -0.83	i
CC1(C)NC(=O)N(CC(O)COc2ccccc2C(=O)Nc2ccccc2)C1=O (stereo not given) is entered as -0.45	i

Outcome played no part in choosing rows; about 1.6% have a hit in one of these screens.
